Screening results deposited in PubChem BioAssay by National Center for Advancing Translational Sciences (NCATS).
Pol kappa inh = blocks human DNA polymerase kappa activity; purified Pol kappa, fluorescent DNA synthesis assay, 10 min; Potency, µM (titrated, usually from 107 µM), for inactives: top-dose activity, negative = inhibition, most hits filed as inhibitors; 0.53% of 400,000 active; further: potency means the concentration at half of the fitted maximal effect; on the % scale 0 is the no-effect control and ±100 the full control effect
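Activity was followed as the change in fluorescence between reads at 0 and 10 min after starting the reaction with 50 nM substrate. Beforehand, 10 nM polymerase had been preincubated with compound for 15 min at room temperature.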
BLM inh = inhibitors of human Bloom syndrome helicase BLM | P54132 | recombinant BLM DNA unwinding, fluorescence dequenching | Potency, µM (top dose mostly 56.1 µM), for inactives: top-dose activity change, negative = inhibition, most hits filed as inhibitors | 0.2% of 350,000 active;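 further: potency means the concentration at half of the fitted maximal effect; plate controls were vehicle for no effect and no enzyme for full effect; nearly all actives have a fitted effect of over 35% in size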
RXFP1 antagonist = RXFP1 (human) relaxin receptor antagonism; Q9HBX9; HEK293-RXFP1, relaxin-stimulated cAMP HTRF, 30 min; stronger effect = lower value; activity change, negative = inhibition, % at 57.5 µM; 0.59% of 350,000 active;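 active means activity change of -60% or lower, but not beyond a set lower limit; inconclusive means change between -60% and -40%, or beyond the set limit; inactive means change above -40%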; further: on the % scale 0 is the no-effect control and ±100 the full control effect
POLH inh = inhibitors of human DNA polymerase eta | recombinant Pol eta, fluorescent DNA replication assay | Potency, µM (doses to about 114 µM), for the others: at the highest dose activity change, negative = inhibition, hits mostly inhibitors | AID 588591 | Q9Y253 | 1.2% of 390,000 active; further: potency means the concentration at half of the fitted maximal effect; on the % scale 0 is the no-effect control and ±100 the full control effect
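Pol eta at 10 nM preincubated with compounds 15 min at room temperature; reaction started with fluorescent substrate (50 nM final) and read kinetically at 0 and 10 min.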
Pol iota inh = DNA polymerase iota (human) inhibition | Q9UNA4 | Pol iota fluorescent replication assay, 10 min | Potency, µM (doses to about 115 µM), inactives show top-dose activity, negative = inhibition, usual class: inhibitors | 1% of 390,000 active; further: potency means the concentration at half of the fitted maximal effect
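Pol iota at 10 nM preincubated 15 min with compounds at room temperature; reaction started with fluorescent substrate, 50 nM final. Fluorescence read kinetically at 0 and 10 min; buffer-only wells as negative control.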
Anesthetic bind = binds horse apoferritin like a general anesthetic. apoferritin/1-aminoanthracene competitive binding, fluorescence. 0.074% of 350,000 active. AID 485281. Potency, µM (doses to about 77.5 µM), for inactives: at the highest dose activity change, negative = displacement, most hits filed as inhibitors. P02791; further: potency means the concentration at half of the fitted maximal effect; on the % scale 0 is the no-effect control and ±100 the full control effect; nearly all actives have a fitted effect of over 20% in size
Target sequence (P02791 2-175 limits assumed): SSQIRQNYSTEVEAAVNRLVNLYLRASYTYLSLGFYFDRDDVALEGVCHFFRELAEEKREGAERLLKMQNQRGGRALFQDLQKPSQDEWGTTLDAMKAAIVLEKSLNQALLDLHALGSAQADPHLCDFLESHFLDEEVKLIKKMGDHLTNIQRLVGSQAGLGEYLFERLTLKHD
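Read-out: endpoint 1-AMA fluorescence, excitation 380 nm and emission 535 nm, after compounds sit 10 min at room temperature with 10 uM horse-spleen apoferritin in 50% saturated 1-AMA/PBS. Values come from four-parameter Hill fits.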
PGK inhibitor = blocks T. brucei phosphoglycerate kinase | PGK/GAPDH coupled, Kinase-Glo luminescence, 60 min | Potency, µM (doses to about 57.5 µM), for the others: at the top dose activity change, negative = inhibition, actives largely listed as inhibitors | 0.043% of 380,000 active; further: potency means the concentration at half of the fitted maximal effect; on the % scale 0 is the no-effect control and ±100 the full control effect; nearly all actives have a fitted effect of over 60% in size
Target sequence (P07378 whole entry, looked up): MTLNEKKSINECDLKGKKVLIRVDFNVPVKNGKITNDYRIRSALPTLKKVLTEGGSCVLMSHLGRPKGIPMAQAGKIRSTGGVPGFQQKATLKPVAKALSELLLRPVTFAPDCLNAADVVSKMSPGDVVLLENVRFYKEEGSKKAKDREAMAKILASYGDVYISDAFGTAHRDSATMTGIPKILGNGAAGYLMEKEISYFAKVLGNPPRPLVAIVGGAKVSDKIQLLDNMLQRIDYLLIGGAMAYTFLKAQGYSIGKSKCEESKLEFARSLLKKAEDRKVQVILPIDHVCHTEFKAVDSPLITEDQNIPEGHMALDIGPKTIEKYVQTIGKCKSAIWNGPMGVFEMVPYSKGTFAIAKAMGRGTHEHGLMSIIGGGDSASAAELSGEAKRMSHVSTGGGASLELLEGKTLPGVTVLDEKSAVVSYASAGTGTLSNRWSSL
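Recombinant glycosomal PGK reaction used 1,3-bisphosphoglycerate generated in-well by GAPDH (100nM final) in 100mM TEA pH 7.6, 5mM MgCl2, 0.01% Tween-20. After 60 minutes at room temperature, ATP was read by Kinase-Glo Plus luminescence end-point.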
POLB inh = DNA polymerase beta (human) inhibition; P06746; Pol beta primer extension/strand displacement, fluorescence kinetic; Potency, µM (top dose mostly 114 µM), for inactives: at the top dose activity change, negative = inhibition, usual class: inhibitors; 1.3% of 340,000 active; AID 485314; further: potency means the concentration at half of the fitted maximal effect; on the % scale 0 is the no-effect control and ±100 the full control effect
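Values derive from four-parameter Hill fits of normalized kinetic data: reads at 0 and 10 min following addition of 50 nM substrate to 10 nM Pol beta preincubated 15 min with compound.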
APEX1 inh = blocks human APE1 abasic DNA cleavage; Potency, µM (titrated, usually from 65.8 µM), for inactives: top-dose activity change, negative = inhibition, usual class: inhibitors; P27695; 0.35% of 350,000 active; recombinant APE1, TAMRA/BHQ-2 abasic DNA cleavage fluorescence; AID 2517;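 further: potency means the concentration at half of the fitted maximal effect; plate controls were vehicle for no effect and reference inhibitor for full effect; nearly all actives have a fitted effect of over 55% in size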
Target sequence (P27695 whole entry, looked up): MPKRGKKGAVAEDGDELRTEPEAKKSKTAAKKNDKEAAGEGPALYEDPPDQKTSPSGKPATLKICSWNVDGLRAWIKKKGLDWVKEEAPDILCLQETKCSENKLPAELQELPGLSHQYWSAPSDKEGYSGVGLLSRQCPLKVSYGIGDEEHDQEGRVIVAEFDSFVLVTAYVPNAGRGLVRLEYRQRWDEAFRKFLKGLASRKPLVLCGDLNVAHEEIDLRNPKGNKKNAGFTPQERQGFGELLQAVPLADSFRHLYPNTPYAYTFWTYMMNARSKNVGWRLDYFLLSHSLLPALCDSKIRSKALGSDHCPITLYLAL
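Compound pre-exposure to 0.75 nM APE1, 15 min at ambient temperature. Reaction initiated with 50 nM TAMRA/BHQ-2 THF substrate, read immediately in kinetic mode, 525 nm excitation, 598 nm emission.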
An asterisk follows results filed as active; i = inactive; ? = inconclusive; nt = not tested or not shown; & = joins results of further samples; [ ] = remark or other dose. Unless noted, the call rests on the fitted dose curve; in most records, active means well fitted curve in the direction sought with a large enough effect; inconclusive means small, poorly fitted or top-dose-only effect, or another doubt; inactive means no such curve, though single readings can be large; an effect the other way counts as inactive or inconclusive.

SMILES | Pol kappa inh | BLM inh | RXFP1 antagonist | POLH inh | Pol iota inh | Anesthetic bind | PGK inhibitor | POLB inh | APEX1 inh
O=C(CCSCc1cccc(Cl)c1)NCCc1ccc(Cl)cc1 | -10%[60.1 µM] | -12%&-3% | -18&-24 | 0%&-15% | -9%&1% | -19%&-4% | -1% | 2% | 8%
CC(C)C[C@H](CO)Nc1nc(N(C)c2cccc(Cl)c2)c2ncn(C(C)C)c2n1 | 8% | -14% | nt | -14% | -5% | -18% | -10% | -2% | -5%
O=C(CSc1nc(=O)n(CCN2CCOCC2)c2c1CCC2)Nc1ccc(F)cc1F | -1%[60.1 µM] | 2% | -5 | -12% | 28% | 21% | i | 9% | nt
CCN1C(=O)c2ccccc2S(=O)c2ccc(C(=O)NCc3ccc(C)cc3)cc21 (stereo not given) | -11% | -3% | nt | -10% | 2% | ? | 2% | -6% | nt
CN(CC(=O)Nc1ccccc1Br)CC(=O)Nc1ccccc1C(F)(F)F | -2% | -3% | 3 | -21% | -13% | -1% | -5% | -11% | 3%
CCc1nc(N)c(C#N)c(-c2ccccc2OC)c1C | -19% | -8% | -8 | -10% | -6% | -8% | 0% | 7% | -1%
COc1ccc(C2NC(=O)CS2)cc1OC (stereo not given) | -16% | 1% | 1 | 6% | 7% | -6% | 0% | 2% | 3%
CCc1ccc(OCC(=O)N/N=C(\C)c2ccc3c(c2)OCCO3)cc1 | -3% | -1% | -22 | -20% | 11% | ? | -8% | 4% | ?
Cc1ccc(S(=O)(=O)NCC(C)NS(=O)(=O)c2ccccc2[N+](=O)[O-])cc1 (stereo not given) | 3% | -1% | 4 | -18% | 26% | -15% | 0% | -1% | 7%
COc1ccc(CNC(=O)CN2CCC(n3nnc4cc(F)ccc43)CC2)cc1 | -9% | 0% | -4 | -19% | 131%[activator] | -8% | -8% | -3% | -3%
CCC(=O)N1N=C(c2ccc(NS(=O)(=O)c3ccccc3)cc2)CC1c1ccco1 (stereo not given) | 5% | nt | -12 | -16% | 10% | nt | i | nt | -10%
CC(=O)N1CCCc2cc(S(=O)(=O)N3CCC(C(=O)NCc4ccc(N(C)C)cc4)CC3)ccc21 | -4%[60.1 µM] | 0% | -19 | -1% | 4% | -11% | -8% | 1% | nt
Cn1c(SCc2ccccc2)nnc1-c1ccncc1 | -7% | -9% | 0 | -5% | 14% | -18% | -1% | 25% | -3%
CCn1c(SCC(=O)c2ccccc2)nnc1-c1cccs1 | -14% | 0% | 20 | -2% | 5% | ? | -5% | 0% | -4%
COc1ccc(-c2nc(S(=O)(=O)c3ccc(C)cc3)c(N3CCCC3)o2)cc1 | -10% | 2% | -5 | -7% | -13% | 5% | 0% | 1% | 1%
COc1cc(C2NC(=S)NC(C)=C2C(=O)Nc2cc(C)cc(C)c2)ccc1O (stereo not given) | -6% | -6% | 12 | -9% | 29% | -10% | -5% | -25% | 2%
OC(CN1CCCCC1)c1ccc(Br)cc1 (stereo not given) | -6% | nt | -4 | 2% | -19% | nt | -7% | nt | nt
CCOc1ccccc1NC(=O)Cc1coc2cc(C)ccc12 | -7% | -13% | -19 | ? | 14% | -10% | 13% | 1% | -1%
CCOc1ncccc1C(=O)Nc1nc(SC)ns1 | -4% | -1% | -9 | -10% | -15% | -8% | -5% | 3% | -1%
COc1ccc(CCNC(=O)CN(c2cc(C)cc(C)c2)S(=O)(=O)c2c(C)noc2C)cc1OC | 6% | -2% | -7 | -9% | -23% | -12% | -9% | 4% | 29%
CCCN(CCC)CCNC(=O)c1nn(C)c2c1CS(=O)(=O)c1ccccc1-2 | 3% | 0% | -6 | -18% | 19% | ? | -5% | 1% | nt
CCOC(=O)c1ccccc1NC(=O)CSc1nnc(C)c(=O)[nH]1 | -2% | -8% | 3 | -1% | 74%[activator] | -2% | 10% | 57% | 25%
Cc1ccc(N=c2oc3cc(O)ccc3cc2C(N)=O)cc1 | -8% | -10% | -13 | ? | -2% | 149%[activator] | -5% | -6% | -7%
O=C(Nc1ccc(S(=O)(=O)Nc2ccc(Cl)cc2)cc1)C1CCCO1 (stereo not given) | -4% | -3% | -11 | -23% | 29% | 2% | 3% | 2% | -4%
Cc1ccc(N2CC(C(=O)Oc3cccc(N4C(=O)CCC4=O)c3)CC2=O)cc1 (stereo not given) | -8% | 0% | 6 | 2% | 14% | 19% | -1% | -3% | -7%

Single entries from the entries so far.
Cc1ccc(N=c2oc3cc(O)ccc3cc2C(N)=O)cc1 in APEX1 inh shows -7%
COc1ccc(CCNC(=O)CN(c2cc(C)cc(C)c2)S(=O)(=O)c2c(C)noc2C)cc1OC in Anesthetic bind shows -12%

Continuation:
SMILES | Pol kappa inh | BLM inh | RXFP1 antagonist | POLH inh | Pol iota inh | Anesthetic bind | PGK inhibitor | POLB inh | APEX1 inh
COc1ccc(CCNC(=O)c2ccc(Cn3c(=O)c4ccccc4n(Cc4cccc(C)c4)c3=O)cc2)cc1OC | 1% | 0% | nt | -15% | -10% | -10% | -7% | 7% | nt
COc1ccc(CCC(=O)Nc2nnc(C(C)(C)C)s2)cc1 | -4% | 1% | -1 | -3% | 2% | -4% | -9% | -10% | 14%
Cc1c(Cl)c([N+](=O)[O-])nn1Cc1ccc(C(=O)N/N=C\c2cccc(Br)c2)o1 | -15% | -3% | -13 | -18% | 3% | ? | i | 13% | -8%
O=C(CCC1CCCN(C(=O)c2ccc3c(c2)OCCO3)C1)NCc1ccccc1F (stereo not given) | 0% | -1% | 3 | -18% | -9% | -23% | -8% | -14% | -2%
C=C(C)C(=O)Nc1cccc(C2=NOC3(C2)C[C@H](C(N)=O)N(C(=O)CC)C3)c1 (stereo not given in full) | 79µM* | 2% | nt | 11µM* | ? | -2% | 5.6µM* | 3.5µM* | -10%
Cn1c(=O)[nH]c(=O)c2c1nc(NCc1ccccc1)n2CC(O)c1ccccc1 (stereo not given) | -1% | 1% | -13 | -11% | -3% | -12% | 0% | 8% | -2%
CSc1nc(C)cc(OCCNS(=O)(=O)c2cc(C)ccc2C)n1 | -4% | -3% | -3 | -3% | -6% | -17% | -9% | -22% | 0%
Nc1nc(Nc2ccc(Cl)cc2)c(NC=O)c(=O)[nH]1 | -7% | nt | -2 | 31%[activator] | ? | nt | -11% | nt | nt
O=C(CCNS(=O)(=O)c1cccc2nsnc12)Nc1ccc2c(c1)OCCO2 | 4% | 0% | 0 | 1% | 12% | -17% | 1% | 25% | ?
COc1ccccc1NC(=O)Nc1ccccc1C(=O)NCCCN1CCOCC1 | -8% | -1% | 15 | -5% | 180%[activator] | -5% | 0% | -1% | -3%
COc1ccc(C2(CNC(=O)c3cccc([N+](=O)[O-])c3)CCOCC2)cc1OC | -5% | -10% | -10 | 0% | 145%[activator] | -1% | 2% | -5% | -1%
CC1CCc2cc(F)cc3c(O)c(C(=O)NCc4ccco4)c(=O)n1c23 (stereo not given) | -3% | -4% | 8 | -23% | 31%[activator] | 4% | i | 51% | 3%
CCOC(=O)c1scc(-c2ccc(C)cc2)c1S(=O)(=O)Nc1ccc(F)c(F)c1 | -14% | 1% | nt | -2% | ? | -1% | -1% | 1% | nt
Cc1n[nH]c(C)c1CCCOc1ccccc1 | 7% | -1% | -4 | -19% | -4% | -18% | -8% | 3% | 1%
CCCn1c(NC(=O)C2CCN(C(=O)c3ccccc3C)CC2)nc2ccccc21 | -5% | nt | -3 | -4% | 23% | nt | 5% | nt | -2%
O=C(CNC(=O)c1ccccc1)OCC(=O)N1c2ccccc2Sc2ccccc21 | -9% | -8% | -10 | -5% | 6% | -9% | -2% | 2% | -7%
Cc1cccc(N2CCN(C(=O)CN3C(=O)NC(C)(C)C3=O)CC2)c1C | 5% | 2% | -3 | -4% | 30% | -5% | 0% | -26% | 0%
CCc1ccccc1NC(=O)N1CCC(NC(=O)C(Cc2ccccc2)NC(C)=O)CC1 (stereo not given) | -6% | -4% | -5 | -13% | -1% | -3% | -3% | -26% | -1%
Nc1cc(=O)[nH]c(SCC(=O)c2ccc(O)cc2O)n1 | 2% | -1% | 0 | -8% | ? | 8% | -7% | 16% | 34%

Single records (already shown). Values in the order: Pol kappa inh, BLM inh, RXFP1 antagonist, POLH inh, Pol iota inh, Anesthetic bind, PGK inhibitor, POLB inh, APEX1 inh
Cc1n[nH]c(C)c1CCCOc1ccccc1 in the list: 7%, -1%, -4, -19%, -4%, -18%, -8%, 3%, 1%
Cn1c(=O)[nH]c(=O)c2c1nc(NCc1ccccc1)n2CC(O)c1ccccc1 (stereo not given) in the list: -1%, 1%, -13, -11%, -3%, -12%, 0%, 8%, -2%
COc1ccccc1NC(=O)Nc1ccccc1C(=O)NCCCN1CCOCC1 in the list: -8%, -1%, 15, -5%, 180%[activator], -5%, 0%, -1%, -3%

The list is partial, so the mix of outcomes need not match the whole.
